Bioassay records deposited in PubChem BioAssay by several laboratories.
PfHsp40 rescue – rescue of yeast from PfHsp40 toxicity, primary screen, S. cerevisiae, ATP luminescence; S. cerevisiae expressing PfHsp40, growth rescue; growth rescue, % at 12.5 µM; 340,000 compounds, 0.68% hits; AID 504582, 2011; in the data active means growth rescue above about 28%, passing the limit was not always enough; inconclusive means no clear call, values can overlap the other calls;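 further: yeast W303a lacking pdr1 and pdr3 grown in galactose medium; growth measured after three days at 30 °C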
Yp Topo-I inh – Yersinia pestis topoisomerase I inhibitors, primary screen, biochemical, cleavage product accumulation, plate reader, single point | Y. pestis Topo-I cleavage product accumulation | DNA topoisomerase I (Yersinia pestis CO92) | 360,000 compounds, 0.064% hits | AID 504884, 2011 | activity, % at 10 µM; in the data active means activity above about 50%, passing the limit was not always enough; inconclusive means no clear call, values can overlap the other calls; further: inactives centre near 2
Anthrax LF inh2 – Bacillus anthracis LF protease inhibitors, primary screen, biochemical, multiplex microsphere, MLPCN library. Lethal factor (Bacillus anthracis), P15917. 360,000 compounds, 0.12% hits. multiplex microsphere protease cleavage assay. inhibition, % at 10 µM; further: plate controls were buffer without enzyme for full effect and enzyme alone for no effect
Target sequence (P15917 whole entry, looked up): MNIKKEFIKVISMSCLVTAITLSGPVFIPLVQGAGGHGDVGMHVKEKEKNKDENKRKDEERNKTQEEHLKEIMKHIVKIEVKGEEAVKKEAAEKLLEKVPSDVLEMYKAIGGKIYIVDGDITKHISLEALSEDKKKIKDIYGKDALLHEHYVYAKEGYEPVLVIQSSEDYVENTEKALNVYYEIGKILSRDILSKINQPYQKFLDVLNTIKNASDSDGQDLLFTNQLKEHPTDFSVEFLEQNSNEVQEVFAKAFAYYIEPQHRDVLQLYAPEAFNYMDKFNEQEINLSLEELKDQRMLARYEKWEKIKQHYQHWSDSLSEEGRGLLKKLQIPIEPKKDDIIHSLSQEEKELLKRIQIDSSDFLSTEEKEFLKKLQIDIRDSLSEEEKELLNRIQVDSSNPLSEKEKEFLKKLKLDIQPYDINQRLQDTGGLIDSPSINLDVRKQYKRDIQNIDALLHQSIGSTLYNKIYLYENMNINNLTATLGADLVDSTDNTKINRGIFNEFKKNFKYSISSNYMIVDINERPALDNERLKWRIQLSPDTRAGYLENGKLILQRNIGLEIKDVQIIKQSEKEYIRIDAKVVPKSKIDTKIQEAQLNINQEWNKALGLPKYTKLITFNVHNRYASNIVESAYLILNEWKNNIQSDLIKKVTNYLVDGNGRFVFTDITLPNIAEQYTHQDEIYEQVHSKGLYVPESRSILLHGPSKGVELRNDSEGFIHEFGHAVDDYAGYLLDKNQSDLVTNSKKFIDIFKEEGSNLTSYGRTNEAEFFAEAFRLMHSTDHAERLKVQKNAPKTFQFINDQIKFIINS
CCHFV vOTU inh – CCHFV vOTU protease inhibitors, primary screen, biochemical, Pep-AMC substrate, fluorescence. inhibition, % at 11.5 µM. 370,000 compounds, 0.55% hits. AID 651958, 2012; in the data active means inhibition above about 30%; further: 0% = vehicle wells with enzyme and 100% = no enzyme wells
TcdB GH inh – TcdB glycohydrolase inhibitors, primary screen, biochemical, single point, plate reader | TcdB glycohydrolase enzymatic assay | AID 652162, 2013 | 350,000 compounds, 0.24% hits | inhibition, % at 9.99 µM; in the data active means inhibition above about 10%
Vc quorum ag – inducers of Vibrio cholerae quorum light production without autoinducers, primary screen, BH1578 luxS cqsA deficient, single point; V. cholerae BH1578 lux reporter, luminescence, 6 h; activation, % at 18.7 µM; 350,000 compounds, 0.16% hits; in the data active means activation mostly above about 9.7%, no sharp cut-off; inconclusive means no clear call, values can overlap the other calls; inactive means mostly below about 3.7%; further: not every result past the cut was called active; inactives centre near 0; reference of the scale not given here
SARS 3CLpro inh – SARS-CoV 3CLpro protease inhibitors, primary screen, biochemical, quenched FRET | Replicase polyprotein 1ab (Severe acute respiratory syndrome coronavirus), P0C6X7 | recombinant SARS-CoV 3CLpro, quenched FRET peptide cleavage | inhibition, % at 6 µM | 290,000 compounds, 0.14% hits; in the data active means inhibition above about 12%
SSB-PriA inh – inhibitors of Klebsiella pneumoniae PriA binding to SSB C-terminal tail, primary screen, biochemical, AlphaScreen | PriA–SSB C-terminal tail interaction (Klebsiella pneumoniae) | AlphaScreen SSBct-PriA binding, biotinylated peptide | inhibition, % at 33 µM | 430,000 compounds, 0.6% hits | AID 1272365, 2023; in the data active means inhibition mostly above about 37%, no sharp cut-off; inactive means mostly below about 20%;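 further: plate controls were negative control peptide for no effect and reference peptide for full effect; strong numbers were not always called active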
DUSP3 inh – VHR1 phosphatase inhibitors, primary screen, biochemical, absorbance, uHTS; recombinant VHR phosphatase, pNPP absorbance; inhibition, % at 13.3 µM; 290,000 compounds, 0.52% hits; AID 1654, 2009; in the data active means inhibition above about 50%; further: some compounds called inactive have numbers as strong as hits
Target sequence (P51452 whole entry, looked up): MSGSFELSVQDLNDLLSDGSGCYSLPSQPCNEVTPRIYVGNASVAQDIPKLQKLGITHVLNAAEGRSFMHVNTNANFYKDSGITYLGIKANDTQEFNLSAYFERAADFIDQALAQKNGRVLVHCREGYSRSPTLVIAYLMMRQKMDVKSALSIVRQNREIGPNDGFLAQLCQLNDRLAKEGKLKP
BoNT A protease – BoNT/A light chain protease inhibitors, primary screen, biochemical, flow cytometry, MLPCN library. 360,000 compounds, 0.17% hits. Botulinum neurotoxin type A light chain protease (Clostridium botulinum A str. ATCC 3502). multiplex microsphere protease substrate cleavage. AID 588499, 2011. inhibition, % at 10 µM; further: plate controls were buffer without enzyme for full effect and enzyme alone for no effect
Numbers without * were called inactive; i = inactive; ? = inconclusive; nt = not tested or not shown; & = joins results of further samples. Unless noted, no stated cut-off is given here; in the data, active means inhibition above about 30%; inconclusive means no clear call, values can overlap the other calls; inactive means below that. This is a subset (hit frequency here may not be typical).

entry	molecule	CCHFV vOTU inh	Anthrax LF inh2	TcdB GH inh	BoNT A protease	PfHsp40 rescue	Vc quorum ag	SSB-PriA inh	SARS 3CLpro inh	DUSP3 inh	Yp Topo-I inh
1	COc1cc(C(c2nnnn2C(C)(C)C)N2CCN(c3nc4ccccc4s3)CC2)ccc1O (stereo not given)	6.1	-1.7	nt	0.6	-0.6	-0.5	-6.5	-0.9	1.9	18.5
2	CSc1c(CC(=O)Nc2ccccc2)n(C)c2ccccc12	19.2	nt	1.4	nt	0.6	i	-18.3	0.0	-27.5	12.5
3	CN1CCN(/N=C/c2ccc(Cl)c(Cl)c2)CC1	9.5	-6.1	nt	-1.0	-0.7	-6.2	nt	-5.3	12.6	-7.1
4	CC(C)(C)C(=O)NC(=S)Nc1cc(C(=O)O)ccc1Cl	1.9	-1.7	nt	0.2	1.9	i	4.3	0.6	-10.5	-1.1
5	CC1(C)CC(NC(=S)NCc2ccco2)CC(C)(C)N1	-1.5	-5.8	-1.0	1.1	1.2	-0.7	-1.1	2.5	10.6	9.8
6	Cc1ccc2c(c1)cc(C)c1nnc(SCC(=O)NCc3ccco3)n12	1.8	-1.8	0.9	-1.4	0.2	i	5.7	6.5	5.5	22.1
7	CCCCN(CC)CCCNC(=O)c1ccc2c(c1)N(CC)C(=O)c1ccccc1S2(=O)=O	6.9	8.1	0.8	0.7	-2.0	-5.6	-10.8	-6.9	47.9	0.0
8	Cc1cc(C)n(-c2nncn2/N=C/c2ccccc2F)n1	-5.3	1.0	nt	0.6	1.0	nt	nt	-1.9	35.9	3.6
9	O=C(CN1CCN(S(=O)(=O)c2ccc(F)cc2)CC1)NCc1cccs1	15.8	-0.5	2.3	-0.8	-0.7	0.0	-7.8	nt	nt	-2.0
10	COc1cccc2sc(Nc3nnc(-c4cccs4)o3)nc12	-13.1	-8.9	nt	0.5	-1.0	-1.7	-10.1	0.5	32.8	11.1
11	CC(C)=CCC/C(C)=C/CN(CC(C)O)CC(C)O (stereo not given)	-1.6	1.5	nt	0.2	-0.7	-0.5	-13.7	1.3	21.9	5.6
12	CN(C)S(=O)(=O)N1CCN(C(=O)c2ccccc2Cl)CC1	-4.4	-1.2	nt	-1.6	1.0	-0.3	6.6	-0.9	24.1	-3.1
13	C=CCc1cccc(/C=N/c2nc3ccccc3n2CC)c1O	4.2	-1.2	1.0	0.1	-1.4	-8.0	nt	-1.1	7.2	-12.1
14	COc1ccc(-c2nn(-c3ccccc3)cc2C#N)cc1	-0.7	-5.4	nt	-0.8	1.0	0.4	-12.2	-0.2	15.5	4.7
15	CN(C)Cc1nc2c([nH]1)c(=O)n(C)c(=O)n2C	-2.5	-3.2	1.9	-0.4	0.5	-0.3	-12.9	2.0	-20.3	2.7

Next entries follow.
entry	molecule	CCHFV vOTU inh	Anthrax LF inh2	TcdB GH inh	BoNT A protease	PfHsp40 rescue	Vc quorum ag	SSB-PriA inh	SARS 3CLpro inh	DUSP3 inh	Yp Topo-I inh
16	CCCCC(=O)N/N=C/c1cc([N+](=O)[O-])ccc1N1CCOCC1	11.3	-0.8	nt	-0.5	-0.8	-0.3	nt	3.6	15.3	-4.1
17	CCCCn1c(N)c(C(=O)OCC2CCCO2)c2nc3ccccc3nc21 (stereo not given)	nt	2.3	0.5	3.3	0.9	-3.7	-29.4	-1.1	-4.0	14.0
18	Cc1cccc(N2CC(C(=O)Nc3ccccc3N3CCOCC3)CC2=O)c1C (stereo not given)	-4.7	-9.2	1.4	0.1	0.0	i	-19.0	nt	nt	-4.4
19	CCNC(=S)Nc1cccc(Cl)c1C	0.4	0.3	nt	-1.6	-1.2	-0.7	-16.8	-3.6	5.4	-13.1
20	CCN(CC)CC1C(=O)N(c2ccc(OC)cc2)C1c1ccccc1 (stereo not given)	-10.5	9.3	-0.8	-3.7	0.5	0.4	7.1	4.6	-5.3	10.5
21	Cc1cc(C(=O)Nn2c(-c3ccc(Br)cc3)nc3ccccc3c2=O)ccc1[N+](=O)[O-]	6.1	0.4	-1.3	-0.4	0.1	i	6.9	2.2	-1.6	-2.6
22	Cn1ccnc1SCc1ccc(Cl)cc1Cl	10.9	0.3	6.4	0.0	0.4	-4.8	-4.2	-0.1	20.4	-0.5
23	O=C1c2cccc(-c3ccc(C(F)(F)F)cc3)c2C2CC=CCN12 (stereo not given)	15.5	-0.9	1.2	-0.4	nt	nt	nt	nt	nt	nt
24	Cc1ccc(C(=O)NCCCNC(=O)Cc2ccc(Cl)cc2)cn1	4.0	-3.2	2.2	-0.4	-0.6	2.4	-14.9	nt	nt	-2.9
25	Cc1ccnc(NC(=O)CCCc2ccccc2)c1	4.8	-0.3	-1.1	0.2	0.5	-1.8	-7.8	-2.4	4.6	4.7
26	Cc1ccc(CNC(=O)c2cnccn2)cc1	4.0	0.5	nt	0.4	-0.2	-2.6	-12.8	-0.3	2.6	-3.1
27	COc1ccc2[nH]c(=O)c(CN(Cc3cccs3)C(=S)NCC3CCCO3)cc2c1 (stereo not given)	-17.6	3.3	2.7	-0.1	1.8	-2.4	-9.8	1.8	-15.2	10.5
28	O=C(CN1C(=O)c2ccccc2S1(=O)=O)NCc1c(F)cccc1F	-5.2	-0.4	0.8	2.1	-1.0	i	-7.9	nt	nt	7.4
29	Clc1cccc(CN2C3=NCCCN3c3ccccc32)c1	9.6	5.9	-0.5	2.7	0.1	-1.6	-8.4	-2.3	-9.3	-1.8
30	CCOC(=O)c1cc2ccccc2nc1C	-2.0	-9.6	nt	-0.1	-0.8	-0.3	4.6	5.5	31.8	-0.2

The list continues.
entry	molecule	CCHFV vOTU inh	Anthrax LF inh2	TcdB GH inh	BoNT A protease	PfHsp40 rescue	Vc quorum ag	SSB-PriA inh	SARS 3CLpro inh	DUSP3 inh	Yp Topo-I inh
31	CCC(C)NC(=O)C1CCCCN1S(=O)(=O)c1ccc(F)cc1 (stereo not given)	1.8	-0.8	nt	-0.4	1.1	i	-11.3	-4.7	-16.4	-13.2
32	O=C(OCC(=O)c1ccc[nH]1)C1=COCCO1	-0.3	-3.0	0.9	0.5	-1.7	-1.3	-6.9	nt	nt	-0.9
33	CCCC(c1nnnn1Cc1ccccc1)N1CCC(C(N)=O)CC1 (stereo not given)	3.1	-1.4	nt	-1.1	-1.3	i	-7.7	-1.7	4.2	-12.2
34	CCC(=O)Nc1c(C)nn(-c2ccc(C)c(C)c2)c1C	1.2	-2.1	0.5	1.2	0.1	-0.6	-3.6	1.9	31.5	-3.4
35	CCOc1ccccc1NC(=O)CN1C(=O)COc2ccc(C)cc21	-6.3	1.3	0.3	3.1	3.2	-0.2	-8.4	1.7	-6.1	13.3
36	COC(=O)c1ccccc1NC(=O)NCCc1ccc(OC)c(OC)c1	-0.6	-0.8	-2.4	-0.8	-0.5	-0.4	-4.1	4.3	14.9	16.1
37	Cc1ccc2nc(CN(C)C(=O)[C@H]3O[C@@H](n4ccc(=O)[nH]c4=O)[C@H](O)[C@@H]3O)[nH]c2c1	29.1	-0.2	-0.5	-2.3	nt	nt	nt	nt	nt	nt
38	Cc1[nH]c2ccc(OC(F)(F)F)cc2c1CCNCc1ccc(Cl)cc1	22.7	3.3	2.7	-5.6	1.1	i	25.2	-0.1	1.6	-5.8
39	Cc1ccc(-c2cc(C(=O)NCc3ccco3)no2)cc1	-0.2	-7.9	1.4	?	-1.4	i	-12.5	-5.4	2.6	-10.0
40	COc1cccc(N2CCN(C(=O)c3cccc(N4C(=O)NC5CC4(C)Oc4c(OC)cccc45)c3)CC2)c1 (stereo not given)	13.9	-0.8	0.3	-1.2	-1.2	i	0.5	-2.3	5.5	11.0
41	CN1/C(=C\C=C(/C#N)C(=O)Nc2ccc(Cl)cc2)C(C)(C)c2ccccc21	-5.2	5.1	nt	1.6	-1.7	-1.7	-12.2	-3.8	-1.0	3.3
42	CCO[C@H]1OC(C(=O)O)=C[C@@H](c2ccccc2)[C@@H]1CCCO	-2.1	-6.0	-1.3&-0.1	0.0	0.1	-4.0	-14.5	nt	nt	16.3
43	O=C(Nc1ccc(F)cc1)C1CCCN(c2cnccn2)C1 (stereo not given)	-13.1	0.7	-0.3	-0.6	-0.8	-0.3	8.6	-5.9	0.4	2.9
44	CCC(c1nnc(SCC(=O)Nc2ccc(C(=O)N(C)C)cc2)n1Cc1ccccc1)N(C)C (stereo not given)	18.2	-0.2	0.3	1.0	0.1	-3.6	-8.7	-3.7	9.7	5.7
45	COc1ccc(-c2csc(C)n2)cc1OC	-2.1	-2.7	nt	0.4	2.6	i	-12.7	4.4	29.1	-5.5

Later entries
entry	molecule	CCHFV vOTU inh	Anthrax LF inh2	TcdB GH inh	BoNT A protease	PfHsp40 rescue	Vc quorum ag	SSB-PriA inh	SARS 3CLpro inh	DUSP3 inh	Yp Topo-I inh
46	Cc1ccccc1NC(=O)NCC1CCN(c2ccc(S(=O)(=O)N3CCOCC3)cc2)CC1	-1.8	0.2	3.0	-1.9	0.5	-0.2	-0.7	-6.2	39.4	-0.5
47	Cc1onc(-c2ccccc2)c1C(=O)NC(C)CCc1ccccc1 (stereo not given)	-0.9	1.1	3.0	0.5	0.3	-0.3	-5.4	-4.1	21.5	11.8
48	O=C(NCCCc1ccccc1)c1cncc(Br)c1	-2.1	-3.2	1.5	-2.1	0.5	i	-10.0	2.2	-10.1	7.0
49	Cc1ccc(S(=O)(=O)NCc2cccnc2)s1	3.1	2.1	nt	0.7	-2.0	i	-15.3	-0.8	1.2	-1.5
50	CN(C)c1ccc(C2C3C(=O)NC(=O)C3ON2c2ccc(Cl)cc2)cc1 (stereo not given)	1.4	-3.2	0.3	-0.1	0.5	-0.2	28.4	1.2	17.0	1.0
51	CCCc1nc(-c2cc3ccccc3[nH]c2=O)no1	-4.8	-8.9	0.3	-1.6	2.8	-0.4	-18.8	5.3	13.6	10.9
52	CCOc1ccc(N(C(=O)CNC(=O)c2ccco2)C(C(=O)NCC2CCCO2)c2ccccc2)cc1 (stereo not given)	27.0	-9.1	-0.1	-1.9	1.3	-2.2	-2.5	3.0	6.4	10.7
53	COc1ccc(Cc2nnc(NC(=O)CSc3ccccc3)s2)cc1OC	-11.0	-1.9	nt	-0.1	0.5	-0.3	-12.6	-4.8	5.7	11.4
54	COCCNC(=O)c1ccc(CS(=O)(=O)c2ccc(C)cc2)o1	-8.2	-2.9	nt	-1.2	0.4	-0.2	-11.6	-4.1	-1.8	-2.6
55	COC(=O)c1ccccc1C(=O)c1cccc2ccccc12	2.8	5.8	-0.5	-4.5	-0.2	-0.3	-22.7	-1.6	34.8	1.3
56	COCCNC(=O)C1(C)CCN(C(=O)c2ccc(C(F)(F)F)nc2C)C1 (stereo not given)	-2.8	-5.1	-1.0	-0.4	nt	-0.5	nt	nt	nt	8.5
57	CCOc1ccc(S(=O)(=O)Nc2ccc(C(=O)N(CC)CC(=O)NCc3cccs3)cc2)cc1	2.4	-1.7	1.4	-0.3	nt	-0.4	nt	nt	nt	10.7
58	CC12CCC(C(=O)N3CCCCC3)([C@H](Br)C1=O)C2(C)C (stereo not given in full)	5.5	12.9	-0.9	?	0.2	i	-4.9	2.4	-0.1	1.1
59	Cc1cccc(NC(=O)[C@H](Cc2c[nH]c3ccccc23)NC(=O)[C@@H]2Cc3ccccc3CN2)c1	7.7	-7.5	0.1	0.0	1.5	-0.4	21.7	1.1	41.0	-6.2
